MrgX1 ag: agonists of human MrgX1 receptor, primary screen, HEK293 cells, Fluo-4 calcium flux; Mas-related G-protein coupled receptor member X1 (Homo sapiens), Q96LB2; Fluo-4 calcium fluorescence, agonist mode; active compounds read high; B-score at 10 µM; 310,000 compounds, 0.44% hits; AID 588627, 2011;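 active = calcium response B-score plate-corrected fluorescence ratio at least 3 library SD, with starting fluorescence B-score inside 5 SD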
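Material: HEK293 cells stably expressing human MrgX1 receptor | Quantity: 15,000 cells per well | Times: Cells plated overnight, dye loaded 0.5 h 37 °C, 0.5 h room temperature | Measured by: Kinetic Fluo-4 NW fluorescence of intracellular calcium | Control set: Positive and negative controls per plate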
TMEM16A inh: TMEM16A chloride channel inhibitors, primary screen, cell-based, HTS; HEK293 TMEM16A/YFP iodide influx fluorescence, ionomycin; normalized B-score (activity score, 25-100; higher = stronger inhibition) at 10 µM; 310,000 compounds, 1.2% hits; AID 588511, 2011;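 active = ratio plate-corrected score three or more library SD toward inhibition, starting fluorescence score within five deviations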;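 note: score derived from kinetic fluorescence span divided by baseline fluorescence per well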
Target sequence (Q8BHY3 whole entry, looked up): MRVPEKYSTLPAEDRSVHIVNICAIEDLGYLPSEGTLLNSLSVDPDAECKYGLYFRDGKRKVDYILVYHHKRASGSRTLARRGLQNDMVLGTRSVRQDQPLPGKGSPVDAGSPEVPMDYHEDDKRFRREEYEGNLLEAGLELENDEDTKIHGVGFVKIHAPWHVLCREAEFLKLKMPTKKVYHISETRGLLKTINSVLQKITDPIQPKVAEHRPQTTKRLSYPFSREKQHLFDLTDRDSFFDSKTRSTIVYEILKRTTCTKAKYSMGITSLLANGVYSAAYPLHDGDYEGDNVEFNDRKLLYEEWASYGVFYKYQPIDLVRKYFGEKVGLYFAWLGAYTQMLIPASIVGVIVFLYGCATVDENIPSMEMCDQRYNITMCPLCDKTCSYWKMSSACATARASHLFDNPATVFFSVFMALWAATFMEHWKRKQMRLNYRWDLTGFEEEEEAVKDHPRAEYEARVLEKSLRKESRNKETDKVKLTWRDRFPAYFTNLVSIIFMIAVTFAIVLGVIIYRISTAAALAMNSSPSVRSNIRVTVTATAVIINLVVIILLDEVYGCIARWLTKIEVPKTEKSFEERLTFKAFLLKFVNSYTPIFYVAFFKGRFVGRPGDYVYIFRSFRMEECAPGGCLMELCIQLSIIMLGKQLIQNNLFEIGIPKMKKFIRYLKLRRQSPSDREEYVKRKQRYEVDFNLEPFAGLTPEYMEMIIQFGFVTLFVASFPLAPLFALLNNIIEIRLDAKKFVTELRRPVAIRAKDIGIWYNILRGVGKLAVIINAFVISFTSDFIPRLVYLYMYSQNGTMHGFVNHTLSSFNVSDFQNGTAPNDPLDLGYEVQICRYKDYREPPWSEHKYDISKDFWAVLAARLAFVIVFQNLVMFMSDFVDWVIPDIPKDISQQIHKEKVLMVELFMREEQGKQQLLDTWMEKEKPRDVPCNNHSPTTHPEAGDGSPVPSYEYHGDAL
SKKanGAS inh: S. pyogenes SKKanGAS growth inhibitors in kanamycin, primary screen, streptokinase expression inhibitor project, SKKanGAS strain, BacTiter-Glo luminescence; 6 h; inhibition, % at 7.5 µM; 300,000 compounds, 1.3% hits;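 active = mean replicate score, as percent of positive control median, at least 50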;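 note: strain carries kanamycin resistance gene driven by streptokinase promoter and grows in 40 µg/ml kanamycin; loss of luminescence reflects streptokinase promoter inhibition or plain growth inhibition; 0% = median of DMSO wells and 100% = positive control at its reference dose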
TRPC4 PAM: positive allosteric modulators of TRPC4, primary screen, cell-based, mouse TRPC4beta, HEK293 mu-opioid, Fluo-4 calcium. DAMGO EC20, Fluo-4 Ca2+ flux; active compounds read high. B-score at 10 µM. 310,000 compounds, 0.42% hits. Short transient receptor potential channel 4 (Mus musculus), Q9QUQ5;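 active = B-score of calcium response area above 5 SD of library B-scores, with initial fluorescence ratio within 5 SD of library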;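 note: B-score of integrated fluorescence ratio over time as area under calcium response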
TRPC4 agonist: activators of mouse TRPC4 channel, primary screen, Fluo4 calcium, HEK293 TRPC4beta/mu-opioid cells | Fluo4 calcium fluorescence; active compounds read high | B-score at 10 µM | 310,000 compounds, 0.49% hits | AID 2237, 2010;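 active = B-score above 5 SD of library B-scores, and initial fluorescence ratio not above library mean plus 5 SD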;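 note: positive B-score marks a calcium rise read as TRPC4 activation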
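Assay system: HEK293 stable line with TRPC4beta plus mu-opioid receptor. Times: dye 45 min RT, read 110 s. Measured by: kinetic Fluo4 calcium fluorescence. Measure: B score of integrated ratio. Controls: assay buffer as low control, maximal DAMGO as high control.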
TRPC4 block: inhibitors of mouse TRPC4 channel, primary screen, Fluo4 calcium, HEK293 TRPC4beta/mu-opioid cells | Short transient receptor potential channel 4 (Mus musculus), Q9QUQ5 | DAMGO-evoked Fluo4 calcium flux; active compounds read low | B-score at 10 µM | 300,000 compounds, 0.39% hits;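 active = B-score over 3 SD under the library average, no early fluorescence shift, positive overall ratio signal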
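Signal: kinetic Fluo4 fluorescence imaging of calcium influx. Material: stable TRPC4beta/mu-opioid receptor HEK293 cells. Probe or stimulus: DAMGO in two steps, submaximal then maximal.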
MrgX1 antag: antagonists of human MrgX1 receptor, primary screen, HEK293 cells, Fluo-4 calcium flux. Mas-related G-protein coupled receptor member X1 (Homo sapiens), Q96LB2. BAM8-22 antagonism; active compounds read low. B-score at 10 µM. 310,000 compounds, 1.3% hits. AID 588676, 2011;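 active = calcium-response B-score plate-corrected more than 3 library SD below zero, starting fluorescence within 5 deviations, no agonist response on first addition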;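 note: peak minus trough fluorescence over baseline after final BAM8-22 challenge near maximal dose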
TRPC6 inh: mouse TRPC6 channel inhibitors, primary screen, cell-based, HEK293, membrane potential dye; Short transient receptor potential channel 6 (Mus musculus), Q61143; ACh-evoked depolarization; active compounds read low; B-score at 10 µM; 310,000 compounds, 1.1% hits; AID 2553, 2010;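 active = B-score under library mean minus 3 SD, initial fluorescence not abnormally high, positive integrated signal ratio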;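 note: B-score derived from integrated fluorescence ratio over the kinetic read; more negative B-score means stronger inhibition of depolarization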
MrgX1 allo act: positive allosteric modulators of MrgX1, primary screen, HEK293 cells, Fluo-4 calcium flux; Mas-related G-protein coupled receptor member X1 (Homo sapiens), Q96LB2; FDSS; active compounds read high; B-score at 10 µM; 310,000 compounds, 0.63% hits; AID 588675, 2011;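 active = plate-corrected calcium response at least 3 library SD above typical, normal starting fluorescence, not activating the receptor alone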;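 note: compound read alongside a low EC10 to EC30 dose of BAM8-22 agonist; peak minus trough fluorescence over baseline measured at the second addition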
TRPC6 activator: mouse TRPC6 channel activators, primary screen, cell-based, HEK293, membrane potential dye | Short transient receptor potential channel 6 (Mus musculus), Q61143 | HEK293-TRPC6 membrane potential dye fluorescence; active compounds read high | 310,000 compounds, 0.13% hits | B-score at 10 µM;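 active = B-score of the integrated fluorescence ratio above library mean plus 3 SD, and starting fluorescence ratio within library mean plus 5 SD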;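 note: higher score means more depolarization so channel activation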
TMEM16A act: TMEM16A chloride channel activators or potentiators, primary screen, cell-based, HTS; Anoctamin-1 (Mus musculus), Q8BHY3; HEK293 TMEM16A/YFP-H148Q/I152L, iodide quench fluorescence; active compounds read low; B-score at 10 µM; 340,000 compounds, 0.3% hits;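 active = fluorescence-ratio B-score plate-corrected deviation score at least 3 library SD below zero, with starting fluorescence score within 5 deviations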;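 note: channel opened by trigger with iodide after compound preincubation; score built on the fluorescence ratio of max minus min over baseline; more negative score means more quench and so TMEM16A activation or potentiation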
* marks the source's active call; other numbers are inactive results; i = inactive.

SMILES	MrgX1 ag	TMEM16A inh	SKKanGAS inh	TRPC4 PAM	TRPC4 agonist	TRPC4 block	MrgX1 antag	TRPC6 inh	MrgX1 allo act	TRPC6 activator	TMEM16A act
Cc1ccc(Sc2nnc(Cc3ccccc3)c3ccccc23)cc1	i	i	16.9	i	i	i	i	i	i	i	i
C/C(=N\NC(=O)c1cccc([N+](=O)[O-])c1)c1ccco1	i	i	-2.7	i	i	i	i	i	i	i	i
O=C(Nc1cccnc1)c1ccc(CN2CCc3ccccc3C2)cc1	i	25*	-8.9	i	i	i	i	i	i	i	i
O=[N+]([O-])c1cccc(S(=O)(=O)c2ccc(N3CCCCC3)c([N+](=O)[O-])c2)c1	i	i	10.7	i	i	i	i	i	i	i	i
C#CCSc1nnc(-c2c[nH]c3ccccc23)n1C	i	i	-4.1	i	i	i	i	i	i	i	i
Cn1c(=O)n(C)c2cc(NC(=O)COc3ccc(F)cc3)ccc21	i	i	-1.7	i	i	i	i	i	i	i	i
Cc1ccc(N(Cc2cc(=O)[nH]c3ccccc23)C(=O)c2ccco2)cc1	i	i	-4.5	i	i	i	i	i	i	i	i
CC(C)n1c(/C=C/[C@@H](O)C[C@@H](O)CC(=O)O)c(-c2ccc(F)cc2)c2ccccc21	i	i	3.1	i	i	i	i	i	i	i	i
COc1c(C)cc(C(=O)C2CCCN(C(=O)c3csc(C)n3)C2)cc1C (stereo not given)	i	i	-2.1	i	i	i	i	i	i	i	i
CNCC(O)COc1ccccc1 (stereo not given)	i	i	4.0	i	i	i	i	i	i	i	i
CC(C)(C)NC(=O)CN(c1cccc([N+](=O)[O-])c1)S(=O)(=O)c1ccccc1	i	i	1.9	i	i	i	i	i	i	i	i
Cc1ccc2c(c1)C(c1ccc(F)cc1)N(C(=O)c1cc3ccccc3oc1=O)CC(=O)N2 (stereo not given)	i	i	0.7	i	i	i	i	i	i	i	i
C[C@H](NC(=O)C1CCN(S(=O)(=O)c2ccccc2)CC1)C(=O)NCc1ccc(F)cc1	i	i	-8.9	i	i	i	i	i	i	i	i
COC(=O)COc1ccc(S(=O)(=O)NCCC2=CCCCC2)cc1Cl	i	i	-3.8	i	i	i	i	i	i	i	i
O=C(OCC(=O)C12CC3CC(CC(C3)C1)C2)c1cccnc1	i	i	3.8	i	i	i	i	i	i	i	i
Cc1ccc(-n2c(=O)[nH]cc(C(=O)Nc3ccc4c(c3)OCCO4)c2=O)cc1C	i	i	8.8	i	i	i	i	i	i	i	i
COc1ccc2c(c1)CCc1cc(C(=O)N3CCN(c4ccc(N5CCOCC5)nn4)CC3)sc1-2	i	i	34.7	i	i	i	i	i	i	i	i
Cc1cc(C)cc(NS(=O)(=O)c2ccc(-c3cnc(C4CC4)o3)cc2)c1	i	i	30.0	i	i	i	i	i	i	i	i
O=C1C=C(NCc2ccc(Cl)c(Cl)c2)CC1	i	i	6.4	i	i	i	i	i	i	i	i
CC(Cc1ccccc1)NC(=O)CC(c1ccccc1)c1ccccc1O (stereo not given)	i	i	7.5	i	i	i	i	i	i	i	i
Cc1ccc(C(=O)N/N=C/c2c[nH]c3ccccc23)o1	i	i	0.6	i	i	i	i	i	i	i	i
O=C(NCCCN1CCOCC1)c1ccc(Br)s1	i	i	3.2	i	i	i	i	i	i	i	i
O=S(=O)(CCc1nnc(-c2ccccc2)o1)c1ccc2ccccc2c1	i	i	-1.4	i	i	i	i	i	i	i	i
CCOc1ccccc1NC(=S)NC(=O)C1CC1	i	i	-5.6	i	i	i	i	i	i	i	i
CCOC(=O)C1(CC2CCCCO2)CCN(Cc2cn[nH]c2-c2cccc(F)c2)CC1 (stereo not given)	i	i	-8.7	i	76*	i	i	i	i	i	i
COc1ccc(OC)c(S(=O)(=O)N2CCCC(C(=O)NCc3ccncc3)C2)c1 (stereo not given)	i	i	-1.2	i	i	i	i	i	i	i	i
O=C(CCCSc1nc2ccccc2[nH]1)NCc1ccccc1F	i	i	-6.3	i	i	i	i	i	i	i	i
COc1ccc(C(=O)Nc2ccccc2C(=O)NCC2CCCO2)cc1 (stereo not given)	i	i	-4.2	i	i	i	i	i	i	i	i
O=c1c2ccccc2nc(CSc2ncnc3nc[nH]c23)n1-c1cccc(C(F)(F)F)c1	i	i	1.2	i	i	i	i	i	i	i	i
FC(F)(F)c1ccccc1CN1CCC(Cc2ccccc2)CC1	i	i	48.2	i	i	i	i	i	i	i	i
COc1cc(Cl)c(S(=O)(=O)N2CCOCC2)cc1Cl	i	i	3.4	i	i	i	i	i	i	i	i
COCc1cc(C)nc2sc(C(=O)N3CCCCC3)c(N)c12	i	i	3.4	i	i	i	i	i	i	i	i
COc1cccc(CNC(=O)CCC2CCCN(C(=O)c3ccoc3)C2)c1 (stereo not given)	i	i	-1.5	i	i	i	i	i	i	i	i
CCC(C)N1CCN(C(=O)C2CCN(S(=O)(=O)c3c(C)noc3/C=C/c3ccco3)CC2)CC1 (stereo not given)	i	i	-5.7	i	i	i	i	i	i	i	i
COc1ccc(NC(=O)CSc2ncn[nH]2)c([N+](=O)[O-])c1	i	i	12.2	i	i	i	i	i	i	i	i
Cc1ccc2[nH]c3c(c2c1)CN(C(=O)CN1CCN(c2cccc(C)c2C)CC1)CC3	i	i	19.3	i	i	i	i	i	i	i	i
Cc1cc(C)n2nc(-c3ccccc3)cc2n1	i	i	-9.7	i	i	i	i	i	i	i	i
CCn1c(SCC(=O)Nc2ccc(F)cc2)nnc1C1CC1	i	i	-1.0	i	i	i	i	i	i	i	i
O=C(Nc1ncnc2sc3c(c12)CCCCC3)c1ccccc1	i	i	2.5	i	i	i	i	i	i	i	i
Cc1cc(C)c2nc(-c3ccccn3)cc(C(=O)N3CCCC3)c2c1	i	i	0.7	i	i	i	i	i	i	i	i
COc1ccccc1Nc1nnc(SCC(=O)N2CC(=O)Nc3ccccc32)s1	i	i	-7.5	i	i	i	i	i	i	i	i
Cn1c(-c2ccco2)nc2cc3ccccc3cc21	i	i	18.8	i	i	i	i	i	i	i	i
Cc1cc(-c2ccc(C)c(S(=O)(=O)NCCN3CCC(C)CC3)c2)on1	i	i	-4.3	i	i	i	i	i	i	i	i
COc1ccc(-n2nc(C(=O)NCC(=O)N3CCN(c4ccccn4)CC3)c3ccccc3c2=O)cc1OC	i	i	4.5	i	i	i	i	i	i	i	i
CCOc1ccc(N2CC(=O)SC2=S)cc1	i	i	-6.2	i	i	i	i	i	i	i	i
O=C(NC12CC3CC(CC(C3)C1)C2)c1ccccc1	i	i	6.0	i	i	i	i	i	i	i	i
CCN1C(=O)c2ccccc2S(=O)c2ccc(C(=O)NCc3ccccn3)cc21 (stereo not given)	i	i	-3.8	i	i	i	i	i	i	i	i
CC(=O)O[C@H]1C[C@@]2(C)[C@@H](C[C@@H](O)[C@H]3[C@@]4(C)CC[C@@H](O)[C@@H](C)[C@@H]4CC[C@@]32C)/C1=C(\CCC=C(C)C)C(=O)O	i	i	109.2*	i	i	i	i	i	i	i	i
CC(C)(C)NC(=O)C1CCC(CNS(=O)(=O)c2cccc3nsnc23)CC1 (stereo not given)	i	i	-6.3	i	i	i	i	i	i	i	i
O=C(CSc1ncccn1)NCc1cccs1	i	i	-0.9	i	i	i	i	i	i	i	i
Cc1occc1C(=O)Nc1c(F)cc(F)cc1Br	i	i	0.4	i	i	i	i	i	i	i	i
CCCC(=O)NC(c1cccs1)c1cc([N+](=O)[O-])c2cccnc2c1O (stereo not given)	i	i	85.6*	i	i	i	i	i	i	i	i
CCS(=O)(=O)N1CCCC(C(=O)NCC2CCCO2)C1 (stereo not given)	i	i	-12.1	i	i	i	i	i	i	i	i
O=C(CSc1ccccc1)N[C@@H](Cc1ccccc1)C(=O)O	i	i	2.7	i	i	i	i	i	i	i	i
N#CCCN(CCC#N)C(=O)COc1ccc(Cl)cc1Cl	i	i	2.5	i	i	i	i	i	i	i	i
COC(=O)C1=C(O)/C(=C\c2cc(C)n(-c3ccccc3C)c2C)N=C1C	i	i	16.7	i	i	i	i	i	i	i	i
Cc1cccc(NC(=O)c2c([N+](=O)[O-])cnn2C)c1	i	i	2.7	i	i	i	i	i	i	i	i
CCOC(=O)c1ccc(NC(=O)Cn2nnc(-c3ccc(C)cc3)n2)cc1	i	i	4.3	i	i	i	i	i	i	i	i
COc1cc(C(=O)Nc2ccc(S(=O)(=O)NC(C)(C)C)cc2)cc(OC)c1OC	i	i	26.4	i	i	i	i	i	i	i	i
O=C(NNC(=O)c1ccc(-c2ccccc2)cc1)Nc1ccccc1	i	i	-4.3	i	i	i	i	i	i	i	i
COc1ccc(S(=O)(=O)Nc2ccccc2C(=O)N2CCCC2)cc1OC	i	i	0.3	i	i	i	i	i	i	i	i
CC1(C)CC(N2CCC(=O)NC2=S)CC(C)(C)N1	i	i	-6.9	i	i	i	i	i	i	i	i

Grouped by structure, the entries above containing bromine (2)
SMILES	MrgX1 ag	TMEM16A inh	SKKanGAS inh	TRPC4 PAM	TRPC4 agonist	TRPC4 block	MrgX1 antag	TRPC6 inh	MrgX1 allo act	TRPC6 activator	TMEM16A act
O=C(NCCCN1CCOCC1)c1ccc(Br)s1	i	i	3.2	i	i	i	i	i	i	i	i
Cc1occc1C(=O)Nc1c(F)cc(F)cc1Br	i	i	0.4	i	i	i	i	i	i	i	i

Bioassay records as filed in PubChem BioAssay.
